NPY1 pot ag: NPY-Y1 receptor potentiators or agonists, primary screen, cell-based; NPY-Y1 expressing cells, potentiator/agonist activation; actives 0.37% (n = 220,000); activation, % at 3.6 µM; in the data active means activation above about 33%, passing the limit was not always enough;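 further: cells stimulated with NPY at EC10 then isoproterenol at EC100; 0% = low agonist plus stimulus and 100% = saturating agonist plus stimulus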
PGE2 EP2 inh: human EP2 receptor antagonists, primary screen, TR-FRET cAMP, C6 glioma cells | actives 0.52% (n = 260,000) | C6 glioma cells expressing human EP2; cells stimulated with saturating PGE2 | Prostaglandin E2 receptor EP2 subtype (Homo sapiens), P43116 | AID 1422, 2008 | inhibition, % at 25 µM;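 active means percent inhibition above 40 after rounding to a whole number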;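 further: rat C6 glioma host cells with rolipram phosphodiesterase inhibitor present; the protocol text gives 20 µM as final concentration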
Target sequence (P43116 whole entry, looked up): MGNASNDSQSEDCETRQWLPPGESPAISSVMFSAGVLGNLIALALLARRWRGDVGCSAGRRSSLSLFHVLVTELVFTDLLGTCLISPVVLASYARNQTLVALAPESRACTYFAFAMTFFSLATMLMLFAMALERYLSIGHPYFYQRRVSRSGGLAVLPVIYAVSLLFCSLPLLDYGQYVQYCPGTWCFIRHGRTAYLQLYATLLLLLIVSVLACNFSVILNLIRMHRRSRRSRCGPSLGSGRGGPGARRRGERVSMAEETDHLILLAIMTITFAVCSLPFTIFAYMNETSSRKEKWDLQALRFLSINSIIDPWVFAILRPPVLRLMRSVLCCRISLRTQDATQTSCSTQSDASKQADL
p97 inhibitor: inhibitors of human p97 ATPase, primary screen, biochemical; Transitional endoplasmic reticulum ATPase (Homo sapiens), P55072; actives 0.42% (n = 220,000); inhibition, % at 8 µM; recombinant p97 ATPase, Kinase-Glo ATP luminescence, 3 h; in the data active means inhibition above about 15%;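 further: 0% = DMSO vehicle and 100% = wells lacking enzyme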
NPY-Y1 antag: NPY-Y1 receptor antagonists, primary screen, cell-based; inhibition, % at 3.6 µM; HEK293-CNG Y1 cells, membrane potential fluorescence; NPY at EC95, then isoproterenol; actives 1% (n = 200,000); Neuropeptide Y receptor type 1 (Homo sapiens), P25929;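 active means inhibition above the campaign mean inhibition of all tested compounds plus 3 SD, cut at about 20% in these data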;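 further: 0% = DMSO wells given NPY plus isoproterenol and 100% = isoproterenol alone without NPY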
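Test system: HEK293 cells co-expressing NPY Y1 receptor and cyclic-nucleotide gated channel; Also added: NPY (25 nM), isoproterenol (1 µM), Ro 20-1724 (25 µM); Compound dosing: one concentration, 3.6 µM, in 0.4% DMSO; Timing: dye 3 h, compound 60 min room temperature, stimulation 45 min; Technique: Membrane-potential fluorescent dye readout.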
NPY2 pot ag: NPY-Y2 potentiators or agonists, primary screen, cell-based; Neuropeptide Y receptor type 2 (Homo sapiens), P49146; activation, % at 3.6 µM; actives 0.45% (n = 220,000); cells expressing NPY-Y2, potentiator/agonist read-out; in the data active means activation above about 27%;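 further: cells stimulated with NPY near EC25 plus isoproterenol at EC100; 0% = vehicle plus submaximal agonist and 100% = vehicle plus saturating agonist; some results beyond the cut were filed as inactive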
S1P4 antagonist: S1P4 receptor antagonists, primary screen, cell-based; Sphingosine 1-phosphate receptor 4 (Homo sapiens), O95977; S1P4-expressing cells, antagonist mode, reporter read-out; inhibition, % at 4.98 µM; actives 0.26% (n = 220,000); AID 1510, 2009; in the data active means inhibition above about 29%;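 further: 0% = wells stimulated with agonist and 100% = vehicle wells without agonist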
Target sequence (O95977 whole entry, looked up): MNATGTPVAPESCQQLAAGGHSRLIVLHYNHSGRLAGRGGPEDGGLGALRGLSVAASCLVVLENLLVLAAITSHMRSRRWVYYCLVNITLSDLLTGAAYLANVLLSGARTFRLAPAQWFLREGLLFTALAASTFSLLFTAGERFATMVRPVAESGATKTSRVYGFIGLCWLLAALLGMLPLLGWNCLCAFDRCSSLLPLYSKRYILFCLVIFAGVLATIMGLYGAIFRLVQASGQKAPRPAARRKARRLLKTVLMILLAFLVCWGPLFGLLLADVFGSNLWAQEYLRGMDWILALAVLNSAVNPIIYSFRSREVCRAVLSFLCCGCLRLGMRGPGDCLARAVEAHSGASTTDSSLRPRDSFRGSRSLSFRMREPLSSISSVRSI
EP2 modulator: EP2 receptor modulators, cAMP readout, primary screen, cell-based, HTRF cAMP, PGE2 stimulation; EP2-expressing cells, cAMP HTRF FRET, PGE2 co-stimulation; induction, % at 25 µM; actives 0.83% (n = 260,000); AID 940, 2007;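 active means compounds whose cAMP rise, as percent of the full-agonist control response, exceeds 60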;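 further: rat C6 glioma line stably carrying human EP2 under a CMV promoter; the protocol text gives 20 µM as final concentration; 100% = response of wells given 1 µM PGE2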
eIF4E 4G PPI: eIF4E–eIF4G protein interaction inhibitors, primary screen, biochemical, uHTS, TR-FRET, eIF4GI fragment; TR-FRET eIF4E-eIF4GI(517-606) binding, 2 h; Eukaryotic translation initiation factor 4E (Mus musculus) + Eukaryotic translation …; AID 782, 2007; inhibition, % at 21.7 µM; actives 0.37% (n = 220,000);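 active means inhibition above about 30%, limit read from the data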;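 further: 0% = full FRET control wells and 100% = background wells lacking eIF4GI fragment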
S1P4 ag: S1P4 receptor agonists, primary screen, cell-based. activation, % at 4.98 µM. Sphingosine 1-phosphate receptor 4 (Homo sapiens), O95977. AID 1509, 2009. S1P4-expressing cell line, agonist reporter assay. actives 0.35% (n = 220,000); in the data active means activation above about 11%;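 further: 0% = DMSO vehicle and 100% = reference agonist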
* = called active by the depositor; . = no result given; & = joins results of further samples; [ ] = remark or other dose. This is a subset; rates above refer to the full screens.

SMILES	NPY1 pot ag	PGE2 EP2 inh	p97 inhibitor	NPY-Y1 antag	NPY2 pot ag	S1P4 antagonist	EP2 modulator	eIF4E 4G PPI	S1P4 ag
C=CCC1(O)C(=O)N2C(=C1C(=O)OCC)c1ccc3ccccc3c1CC2(C)C (stereo unspecified)	10	.	-3	-1	2	11	20	5[fluorescence artefact?]	-4.5
COC(=O)CC1C(=O)NCCN1C(=O)CSc1nnnn1-c1ccc(OC)cc1 (stereo unspecified)	5	12	-1	2	3	-31	-8	1	0.7
O=C(CSc1nc(O)c(Cc2ccccc2)c(=O)[nH]1)Nc1nnc(SCc2ccccc2)s1	-11	3	6	5	-13	-16	14	1	-1.2
COc1ccccc1NS(=O)(=O)c1ccc(Cl)c(NC(=O)CN2C(=O)c3ccccc3C2=O)c1	-10	8	1	-8	-12	-15	-3	0	0.9
Cc1ccc(-c2c(C)n([O-])c3c([n+]2=O)CCCC3)cc1	0	5	-3	-5	6	-17	-7	2	0.5
CC(C)N1CCC2(CC1)N=C(c1ccc3c(c1)OCO3)CC(c1cc(Cl)ccc1O)N2 (stereo unspecified)	17	24	14	0	3	35*	-21	3	-0.3
O=C(NNC(=S)Nc1ccc(F)cc1)c1cccc([N+](=O)[O-])c1	0	14	7	.	6	3	-8	-3	-0.3
CCn1nc(C)c(Br)c1-c1nc(CS(=O)(=O)c2ccsc2)no1	-6	9	0	.	10	-8	-20	0	1.3
CC(C(=O)N1CCN(c2ccc([N+](=O)[O-])cc2)CC1)N1C(=O)C2CC=CCC2C1=O (stereo unspecified)	16	10	5	-2	11	-3	-24	3	0.7
COc1ccc(Cl)cc1C(=O)Nc1ccc(S(N)(=O)=O)cc1	7	13	5	.	-5	12	11	-2	0.1
Cc1ccnc2ccc(P(=O)(c3ccccc3)c3ccccc3)cc12	21	11	0	-3	2	16	27	-6	-0.8
COCCCNC(=S)N/N=C/c1ccccc1O	13	16	8	.	4	0	-45	0	1.9
Cc1ccc(N=C(NOC(=O)c2ccccc2)c2nonc2N)c(C)c1	-2	-1	-1	9	-23	-7	-7	3	-2.8
O=C(Cn1c(=S)[nH]c2ccccc21)c1ccccc1	-14	5	9	-3	-2	-17	1	1	-0.3
CC(C)(C)[C@@H]1C=C(C(=O)N2CCOCC2)O[C@H](OCc2ccc(CO)cc2)C1	2	-2	2	-1	0	-1	22	1	0.4
Cc1ccc(NC(=S)N2CCC(O)CC2)c(C)c1	-2	7	7	5	-4	5	19	5	-0.5
CC(=O)/C(=C/N(C)C)C(=O)Nc1ccc(Cl)cc1Cl	11	4	3	-10	11	2	20	2	0.3
Cc1ccc(S(=O)(=O)N2CCCC2)cc1C(=O)O	5	5	3	-1	5	3	6	11	-3.8
CCOc1ccc2nc3sc(C(=O)N4CCN(C)CC4)c(N)c3cc2c1	28	13	5	5	2	-10	-5	9[fluorescence artefact?]	-0.2
COc1cc(OC)cc(C(=O)NC(=S)Nc2cccnc2)c1	14	10	-5	1	-4	-4	-59	2	-1.1
CN1CCN(C(=O)c2ccc(C(C)(C)C)cc2)CC1	-2	7	0	3	-10	-10	7	1	1.0
CCOc1ccc(C(=O)NCCC2=CCCCC2)cc1OCC	6	8	1	-1	2	0	-5	-8	-1.1
O=C(Nc1c(C(=O)O)oc2ccc(Br)cc12)c1ccccc1	17	6	6	-3	10	-9	21	9	-2.0
CC1=CC=CC2=NC(=O)CC(C)(C(=O)N(CC(=O)NC3CCCC3)c3ccccc3C)N12 (stereo unspecified)	-10	20&1	1	-2	-7	-7	-3&12	11	-2.3
Cc1cccc(C(=O)c2ccccc2C(=O)O)c1O	9	9	9	5	-6	-3	41	-3	1.4
CCOC(=O)c1oc2ccccc2c1NC(=O)C(C)(C)C	-10	5	-3	-1	-8	-17	37	-4	0.1
COc1ccc(N2CCN(C(=O)CNC(=O)c3cn(-c4ccccc4OC)c(=O)c4ccccc34)CC2)cc1	6	6	3	1	-9	-7	-25	6	-0.5
O=C(CN1CCN(c2ccc(O)cc2)CC1)Nc1cc(S(=O)(=O)N2CCCCC2)ccc1Cl	-6	5	1	-1	5	-12	-20	2	0.8
CCN1CCN(C(c2nnnn2Cc2ccc3c(c2)OCO3)C(C)C)CC1 (stereo unspecified)	-39	2	2	4	0	-12	26	1	-0.1
CCCC1=NN2C(=N)/C(=C\c3cc(C)n(-c4cccc(C)c4)c3C)C(=O)N=C2S1	-15	3	3	0	4	-19	-14	1[fluorescence artefact?]	-0.9
O=C(NCCN1CCOCC1)c1cnn2c1NC(c1cccs1)CC2C(F)(F)F (stereo unspecified)	-4	11	-1	-1	9	8	26	-4	0.5
CCOc1ccc(C(=O)NNC2CC(=O)N(Cc3ccc(Cl)cc3)C2=O)cc1OC (stereo unspecified)	-5	4	5	3	15	-2	-65	2	-0.1
CCOC(=O)c1ccccc1N1C(=O)CSC1=S	-14	9	-7	9	3	1	14	3	0.9
COc1ccccc1NC(=O)C1CCN(c2ncccn2)CC1	-7	3&14	8	-1	3	7	5&-10	1	0.2
CCOC(=O)CSc1n[nH]c(NC(=O)c2cccc(C)c2)n1	-2	6	4	-4	-9	-11	8	0[fluorescence artefact?]	0.6
COc1ccc(NCc2nnc(SCC(=O)Nc3cc(C)cc(C)c3)o2)cc1	8	11	0	0	3	-15	-1	2	0.4
CCCCn1c(=O)c(CCC(=O)OC(C)C(=O)Nc2cccc(Cl)c2Cl)nc2ccccc21 (stereo unspecified)	5	6	3	1	9	-3	-8	7	-0.2
O=C(Nc1ccccc1F)C1CC1c1ccccc1 (stereo unspecified)	1	8	4	-4	-6	-17	-34	3	-0.2
O=[N+]([O-])c1cc(/C=N/N2CCN(C3c4ccccc4-c4ccccc43)CC2)ccc1Cl	-11	17	5	2	5	6	6	-6[fluorescence artefact?]	2.7
COc1cc2c(cc1OC)-c1cc(NC3CC3)nc(=O)n1CC2	-7	9	5	11	2	-12	41	-10[fluorescence artefact?]	0.7

Given with values under each structure: 3 of the compounds above
Results follow in this order: NPY1 pot ag, PGE2 EP2 inh, p97 inhibitor, NPY-Y1 antag, NPY2 pot ag, S1P4 antagonist, EP2 modulator, eIF4E 4G PPI, S1P4 ag
COCCCNC(=S)N/N=C/c1ccccc1O
→ 13, 16, 8, ., 4, 0, -45, 0, 1.9
Cc1ccc(-c2c(C)n([O-])c3c([n+]2=O)CCCC3)cc1
→ 0, 5, -3, -5, 6, -17, -7, 2, 0.5
Cc1ccnc2ccc(P(=O)(c3ccccc3)c3ccccc3)cc12
→ 21, 11, 0, -3, 2, 16, 27, -6, -0.8

Other structures
SMILES	NPY1 pot ag	PGE2 EP2 inh	p97 inhibitor	NPY-Y1 antag	NPY2 pot ag	S1P4 antagonist	EP2 modulator	eIF4E 4G PPI	S1P4 ag
CC1CN(CCCOc2ccccc2-c2ccccc2)CC(C)O1 (stereo unspecified)	-19	10	0	24*	-28	-2	25	-1	1.1
Cc1cc(N=Nc2ccc(Cl)cc2)cc(CN2CCOCC2)c1O	31	20	-2	.	17	9	-4	-3	1.6
Cc1nn(CC#N)c(=O)n1-c1cccc(F)c1	-29	9	-3	11	-11	-23	25	-6[fluorescence artefact?]	1.2
CN1C(=O)COc2ccc(C(=O)c3ccccc3C(=O)O)cc21	2	2	2	3	7	-9	12	8	1.7
CCn1nc(C(=O)OCC(=O)N2c3ccccc3CC2C)c2ccccc2c1=O (stereo unspecified)	17	5	4	0	8	-11	-15	-1[fluorescence artefact?]	-0.2
COC(=O)CCCCCCCC(=O)Nc1nnc(C(F)(F)F)s1	-12	10	-3	.	-4	13	-40	5	0.2
CN(C)c1ccc(C(=S)NCc2ccco2)cc1	7	12	5	0	10	-8	-13	7	1.4
Nc1nc2sc3c(c2c(=O)s1)CCCC3	6	6	11	5	17	6	-9	-6	-0.8
COC(=O)c1ccc(N2C(=O)C3CC=CC(C)C3C2=O)cc1 (stereo unspecified)	-5	5	4	4	9	-2	-13	-1	-0.2
Cc1ccc(C(=O)Nc2cccc(C(=O)NCc3ccco3)c2)cc1	1	11	-4	-1	4	8	-24	0	1.1
COc1ccc(/C=C/C(O)=C2/C(=O)NC3(C)CC2c2ccccc2O3)c(OC)c1OC (stereo unspecified)	6	13	4	-4	6	6	-20	-2	-0.4
CCOc1ccc2oc(C(=O)NCC(C)(C)CN(C)C)c(C)c2c1	-1	4	-1	0	-8	3	-20	1	1.5
COc1cc2c(cc1OC)C(C(=O)N(C)Cc1ccccc1)C(c1cccnc1)N(C)C2=O (stereo unspecified)	-6	5	-3	2	-14	2	11	-2	0.3
CCOC(=O)C1CCN(C(=O)c2ccc(CNS(=O)(=O)c3ccc(C)cc3)cc2)CC1	15	7	1	-3	-13	-10	-19	-2	-0.9
CCN1C=C(Cc2ccc(OC)cc2)C2=C(C1)C(c1ccc(OC)cc1)C(C#N)=C(N)O2 (stereo unspecified)	11	.	5	-1	15	-6	-22	8	0.1
CCOC(=O)C(=O)Nc1ccc([N+](=O)[O-])cc1OC	0	9	0	-2	6	-8	20	13	0.4

A few values from the entries so far:
p97 inhibitor result of CCN1C=C(Cc2ccc(OC)cc2)C2=C(C1)C(c1ccc(OC)cc1)C(C#N)=C(N)O2 (stereo unspecified) = 5
NPY2 pot ag result of CN(C)c1ccc(C(=S)NCc2ccco2)cc1 = 10
EP2 modulator result of COC(=O)CCCCCCCC(=O)Nc1nnc(C(F)(F)F)s1 = -40
NPY1 pot ag result of Cc1cc(N=Nc2ccc(Cl)cc2)cc(CN2CCOCC2)c1O = 31

Limited to NPY1 pot ag, for five of the compounds above:
SMILES	NPY1 pot ag
CCOC(=O)C(=O)Nc1ccc([N+](=O)[O-])cc1OC	0
Cc1ccc(C(=O)Nc2cccc(C(=O)NCc3ccco3)c2)cc1	1
COC(=O)CCCCCCCC(=O)Nc1nnc(C(F)(F)F)s1	-12
CN(C)c1ccc(C(=S)NCc2ccco2)cc1	7
CC1CN(CCCOc2ccccc2-c2ccccc2)CC(C)O1 (stereo unspecified)	-19

Compound activity (PubChem)
